# A3G deaminase – inhibitors of human APOBEC3G DNA deaminase; hit rate 0.28% among 330,000; inhibition, % at 20 µM; recombinant A3G, ssDNA deamination FAM/TAMRA fluorescence;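 active = inhibition of at least 40% at 20 µM, with no more than 30% in the related APOBEC3A deaminase screen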;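 also: plate controls were DMSO wells with A3G for no effect and wells lacking A3G enzyme for full effect; some compounds called inactive have numbers as strong as hits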
# Target sequence (Q9HC16 whole entry, looked up): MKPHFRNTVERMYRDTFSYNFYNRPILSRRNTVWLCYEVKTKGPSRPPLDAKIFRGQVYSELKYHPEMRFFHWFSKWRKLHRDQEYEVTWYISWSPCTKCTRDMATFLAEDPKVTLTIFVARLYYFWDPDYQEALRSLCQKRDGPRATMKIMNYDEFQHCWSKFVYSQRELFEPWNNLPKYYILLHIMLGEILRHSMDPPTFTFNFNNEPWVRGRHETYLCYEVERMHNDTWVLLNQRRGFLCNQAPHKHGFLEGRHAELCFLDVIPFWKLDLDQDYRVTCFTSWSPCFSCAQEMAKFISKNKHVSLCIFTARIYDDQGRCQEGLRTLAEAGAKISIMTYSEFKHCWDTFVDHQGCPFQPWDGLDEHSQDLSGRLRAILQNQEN
# NR3A LBD binder – modulates the human NR3A ligand-binding domain; NR3A LBD differential scanning fluorimetry, Tm shift; 0% = protein alone, 100% = glycine-bound protein; Tm shift relative to glycine control, % at 25 µM; hit rate 2.5% among 340,000;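 active = melting temperature shift of at least 10% of the positive control shift, at one fixed dose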
# hIAP act – human IAP activation | activation factor at 10 µM | AID 2524 | purified human IAP, CDP-Star luminescence, 30 min; active compounds read high; 1 = vehicle-only enzyme, 0 = enzyme-free background | hit rate 0.16% among 330,000 | P09923;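 active = activation factor of the enzyme at least 2-fold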; also: the source names both 10 and 20 µM as test concentration; values of inactives mirror those of a sister screen read the other way
# beta cell repl – inducers of beta-cell replication in MIN6 cells; MIN6 cells proliferation, ATPlite luminescence, 48 h; cells starved in 0.2% serum; 100% = growth in 10% serum; proliferation, % at 10 µM; hit rate 0.29% among 330,000; AID 2380;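 active = compounds whose signal lies at least 3.5 SD above the mean of all wells on their plate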;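 also: 0% = DMSO-treated cells in low-serum medium and 100% = 10% serum control; some compounds called inactive have numbers as strong as hits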
# A3A deaminase – human APOBEC3A DNA deaminase inhibition; AID 493011; hit rate 0.41% among 330,000; recombinant A3A, FAM/TAMRA ssDNA deamination fluorescence; inhibition, % at 20 µM; P31941;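 active = at least 40% inhibition at 20 µM here, with at most 30% in a related deaminase screen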;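 also: plate controls were A3A with DMSO for no effect and wells lacking A3A enzyme for full effect; some results filed as inactive read as strong as hits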
# Target sequence (P31941 whole entry, looked up): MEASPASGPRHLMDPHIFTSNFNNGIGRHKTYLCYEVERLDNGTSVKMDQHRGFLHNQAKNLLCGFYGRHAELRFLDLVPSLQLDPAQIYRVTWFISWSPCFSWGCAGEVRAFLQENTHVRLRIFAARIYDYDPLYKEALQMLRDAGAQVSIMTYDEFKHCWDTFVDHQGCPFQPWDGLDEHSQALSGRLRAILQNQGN
# mIAP act – increases mouse intestinal alkaline phosphatase activity. muIAP, CDP-Star luminescence, 30 min; active compounds read high; 1 = vehicle-only enzyme signal, 0 = enzyme-free wells. activation factor at 10 µM. hit rate 0.24% among 330,000;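 active = activation factor of at least 2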; also: the source names both 10 and 20 µM as test concentration; values of inactives mirror those of a sister screen read the other way
#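 System: mouse IAP enzyme. Reagent: CDP-Star chemiluminescent phosphatase substrate. Benchmarks: DMSO wells, no-enzyme wells. Times: 30 min enzyme-substrate-compound incubation at room temperature. Detection: luminescence from enzymatic CDP-Star hydrolysis. Doses: test compounds delivered from DMSO solution.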
# mIAP block – mouse IAP inhibition; purified mouse IAP, CDP-Star luminescence, 30 min; inhibition, % at 10 µM; hit rate 0.2% among 330,000; AID 2806;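 active = inhibition of at least 40% at 10 µM in the primary screen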;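 also: plate controls were DMSO with enzyme for no effect and no enzyme wells for full effect; values of inactives mirror those of a sister screen read the other way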
# hIAP block – human IAP inhibition. hit rate 0.12% among 330,000. AID 2544. inhibition, % at 10 µM. P09923. purified IAP, CDP-Star luminescence, 30 min;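 active = inhibition reaching a set limit with compound at 10 µM in the primary screen, cut at about 35% in these data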;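 also: plate controls were DMSO wells with enzyme for no effect and no-enzyme buffer wells for full effect; values of inactives mirror those of a sister screen read the other way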
# MPTP inh – blocks calcium-induced mitochondrial swelling; hit rate 1.4% among 360,000; inhibition, % at 10 µM; isolated mouse mitochondria, Ca2+ swelling absorbance, 30 min;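 active = inhibition of 50% or more, scaled per plate between neutral and stimulator controls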;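 also: 0% = DMSO wells given calcium and 100% = 1 mM EGTA wells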
# Numbers without * were called inactive.
SMILES,A3G deaminase,NR3A LBD binder,hIAP act,beta cell repl,A3A deaminase,mIAP act,mIAP block,hIAP block,MPTP inh
COC(=O)c1[nH]c2cc(OC)ccc2c1NC(=O)c1ccc2c(c1)OCO2,-5,-15,0.99,-1,-1,0.9,10,1,2.3
C=CCOc1ccc(C2NC(=S)NC(c3ccccc3)=C2C(C)=O)cc1OC (stereo unspecified),-11,-2,1,0,-6,0.93,7,-4,-1.4
Cc1ccc(C(=O)O)c(C(=O)Nc2nc(C)cs2)c1,-7,1,0.86,0,-2,1,-2,14,12
O=C1C=C(O)CC(c2ccco2)C1 (stereo unspecified),13,1,1.3,-6,46*,0.89,12,-28,-1.5
COc1ccccc1CCNS(=O)(=O)CCNC(=O)c1ccccc1,-8,0,0.84,-1,2,1,-1,16,0.2
CN(C)c1cccc2c(C=C(C#N)C#N)ccc(N(C)C)c12,-4,2,0.65,3,-2,0.8,20,35,6.5
Cn1nnnc1SCC(=O)N1CCCc2ccccc21,-5,1,1,-1,-3,0.93,7,-4,-1.0
O=C(NCCc1ccccn1)c1ccc(S(=O)(=O)N2CCCCCC2)cc1,-8,-1,0.88,-3,-3,0.65,35,12,1.1
Nc1ncc([N+](=O)[O-])c(Oc2ccccc2F)n1,-3,-2,1,-4,1,0.96,4,-5,0.8
CCOc1ccccc1N(C(=O)Nc1ccc(Cl)cc1)C1=NCCS1,-6,-3,0.81,-4,-5,1.1,-9,19,40
CC(C)(C)c1ccc(NC(=O)CCNC(=O)c2ccco2)cc1,-2,-1,1.1,-2,1,0.92,8,-9,0.6
COC(=O)c1ccccc1NC(=O)CN1CCN(Cc2ccccc2)CC1,5,0,1,0,2,1.1,-12,-2,-0.4
CCc1nc2ccccc2c(=O)n1NC(=O)c1c(O)c2ccccc2[nH]c1=O,-4,-1,0.79,-2,-1,1,-2,21,-1.0
CCCC(=O)Nc1sc(C)c(-c2ccc(C(C)CC)cc2)c1C#N (stereo unspecified),0,-2,1,1,1,1,-4,-1,4.3
COc1ccc(CNC(=O)c2cc(=O)c3cc(C)c(C)cc3o2)cc1,0,0,0.95,1,3,1,-4,5,-0.7
CC(=O)Nc1ccc(S(=O)(=O)N(C)CC(=O)OCC(=O)N2CC(C)OC(C)C2)cc1 (stereo unspecified),-14,-1,1.1,-7,-3,1,0,-6,0.6
COc1cc(NS(=O)(=O)c2ccc(NC(=S)NC(=O)c3ccc(Br)cc3)cc2)ncn1,-4,-6,1.1,-4,-6,0.88,12,-10,-2.1
COc1ccc(C(=O)Nc2ccc(Cn3ccnc3)cc2)cc1OC,-11,0,1.1,-1,-5,1,-1,-11,1.3
COc1ccc(-c2nc(CS(=O)(=O)CC(=O)NC3CCC(C)CC3)c(C)o2)cc1 (stereo unspecified),4,0,0.93,-7,0,1.1,-8,7,1.1
COc1ccc(Cl)cc1NC(=O)CN(C)S(=O)(=O)c1cccs1,-5,3,0.81,0,2,0.88,12,19,-1.0
CCOC(=O)c1c[nH]c2c3c(ccc2c1=O)CCCC3,-5,0,0.86,-2,1,0.94,6,14,1.1
C=CC[C@@H](CC(=O)N(CCO)Cc1ccccc1)C(=O)N[C@H](COC(=O)[C@H](CC=C)CC(=O)OC(C)(C)C)Cc1c[nH]c2ccccc12,-7,-4,1.1,-5,-6,1.1,-6,-7,0.5
Cc1cccc(CS(=O)(=O)Cc2ccc(C(=O)NCCc3ccccc3)o2)c1,-7,0,0.94,3,-7,1,0,6,0.5
C/C(N)=C(/C#N)C(=O)CSc1nnnn1-c1ccc(C)cc1C,1,-1,0.95,-4,6,1,0,5,16
O=C(CCNC(=O)c1ccccc1Cl)Nc1ccc2c(c1)OCO2,-3,0,1,-2,3,1,-3,-5,2.5
COc1ccccc1CC(=O)Nc1cccc2c1CCCC2,-5,-2,1,0,2,1,-1,-2,0.6
Cc1ccc(C(=O)Nc2ccccc2-c2ccccc2)cc1S(=O)(=O)Nc1cccc(C)c1C,-4,-13,0.93,-4,-4,0.83,17,7,7.3
O=C(CN1C(=O)CSc2ccc(S(=O)(=O)N3CCOCC3)cc21)NCc1ccc(F)cc1,-4,-3,1.2,-1,-3,0.95,5,-16,1.6
COCc1nn2c(N)c(C#N)cnc2c1-c1ccccc1,-4,1,1.1,1,2,0.93,7,-6,0.3
O=C(CSc1ccc(Cl)cc1)c1ccco1,50,-4,0.85,-3,88,0.79,22,15,0.3
Cc1ccc(NC(=O)CSc2nnnn2C2CCCC2)cc1S(=O)(=O)N1CCOCC1,-7,-2,0.82,-2,-3,1,0,18,-2.9
CN1/C(=C\C=C(/C#N)C(=O)Nc2ccc(Cl)cc2)C(C)(C)c2ccccc21,-11,0,0.85,-3,-7,1.1,-7,15,11
COc1cccc(N2CCN(C(=O)c3cccc(N4C(=O)NC5CC4(C)Oc4c(OC)cccc45)c3)CC2)c1 (stereo unspecified),-5,1,1,-2,-4,1.1,-5,-4,-1.6
Cc1ccc(-c2cc(C(=O)NCc3ccco3)no2)cc1,-3,2,2,-3,0,1.1,-7,-99,2.5
COC(=O)c1ccccc1NC(=O)NCCc1ccc(OC)c(OC)c1,-5,4,0.92,1,0,1.1,-9,8,0.9
CCOc1ccccc1NC(=O)CN1C(=O)COc2ccc(C)cc21,-9,-2,0.96,0,-3,0.97,3,4,-0.5
CCC(=O)Nc1c(C)nn(-c2ccc(C)c(C)c2)c1C,3,1,1,-2,3,0.99,1,0,-0.2
CCCC(c1nnnn1Cc1ccccc1)N1CCC(C(N)=O)CC1 (stereo unspecified),-4,3,1.1,-1,6,0.97,3,-5,-1.2
O=C(OCC(=O)c1ccc[nH]1)C1=COCCO1,11,0,0.98,-2,9,1,0,2,1.0
CCC(C)NC(=O)C1CCCCN1S(=O)(=O)c1ccc(F)cc1 (stereo unspecified),-4,-1,0.98,-2,-3,1,0,2,-0.3
CCOC(=O)c1cc2ccccc2nc1C,-11,1,0.96,1,-3,1,-5,4,1.0
Clc1cccc(CN2C3=NCCCN3c3ccccc32)c1,-6,-1,0.94,1,-1,0.97,3,6,1.3
O=C(CN1C(=O)c2ccccc2S1(=O)=O)NCc1c(F)cccc1F,-9,3,1,2,-4,0.93,7,-5,-1.2
COc1ccc2[nH]c(=O)c(CN(Cc3cccs3)C(=S)NCC3CCCO3)cc2c1 (stereo unspecified),-2,1,1.1,3,-7,0.99,1,-14,1.4
Cc1ccc(CNC(=O)c2cnccn2)cc1,-10,-1,1.1,-3,-1,0.93,7,-6,-1.2
Cc1ccnc(NC(=O)CCCc2ccccc2)c1,-7,2,0.95,-5,4,1.1,-5,5,-0.2
Cc1ccc(C(=O)NCCCNC(=O)Cc2ccc(Cl)cc2)cn1,-6,3,1,-4,-1,0.98,2,-2,0.6
Cn1ccnc1SCc1ccc(Cl)cc1Cl,-4,4,2.2*,0,-5,1.1,-8,-119,1.5
Cc1cc(C(=O)Nn2c(-c3ccc(Br)cc3)nc3ccccc3c2=O)ccc1[N+](=O)[O-],-5,8,1.1,-5,-7,0.9,10,-10,67*
CCN(CC)CC1C(=O)N(c2ccc(OC)cc2)C1c1ccccc1 (stereo unspecified),-7,-1,0.94,0,1,1,0,6,1.0
CCNC(=S)Nc1cccc(Cl)c1C,-5,1,1.1,1,-5,0.99,1,-14,-7.6
Cc1cccc(N2CC(C(=O)Nc3ccccc3N3CCOCC3)CC2=O)c1C (stereo unspecified),-7,1,0.88,-2,-1,1.1,-11,12,-0.5
CCCCC(=O)N/N=C/c1cc([N+](=O)[O-])ccc1N1CCOCC1,-7,1,0.86,-3,0,0.95,5,14,-0.9
CN(C)Cc1nc2c([nH]1)c(=O)n(C)c(=O)n2C,-4,0,1.1,2,-2,1,-1,-11,0.7
COc1ccc(-c2nn(-c3ccccc3)cc2C#N)cc1,-2,2,0.91,0,2,1,-4,9,0.1
C=CCc1cccc(/C=N/c2nc3ccccc3n2CC)c1O,-4,-1,1,-2,1,0.98,2,-3,-2.6
CN(C)S(=O)(=O)N1CCN(C(=O)c2ccccc2Cl)CC1,-5,0,1.3,-1,-2,0.93,7,-26,1.3
CC(C)=CCC/C(C)=C/CN(CC(C)O)CC(C)O (stereo unspecified),-5,1,1.1,2,-2,1,-3,-11,-1.3
COc1cccc2sc(Nc3nnc(-c4cccs4)o3)nc12,-1,-7,1.5,-6,1,0.99,1,-46,0.4
O=C(CN1CCN(S(=O)(=O)c2ccc(F)cc2)CC1)NCc1cccs1,-10,4,0.94,0,-1,0.92,8,6,-0.3
# (list continues)
SMILES,A3G deaminase,NR3A LBD binder,hIAP act,beta cell repl,A3A deaminase,mIAP act,mIAP block,hIAP block,MPTP inh
Cc1cc(C)n(-c2nncn2/N=C/c2ccccc2F)n1,1,3,1,1,6,0.67,33,-4,0.8
CCCCN(CC)CCCNC(=O)c1ccc2c(c1)N(CC)C(=O)c1ccccc1S2(=O)=O,-1,0,0.87,0,2,0.97,3,13,-1.6
Cc1ccc2c(c1)cc(C)c1nnc(SCC(=O)NCc3ccco3)n12,4,1,0.94,-2,8,1.1,-8,6,-0.4
CC1(C)CC(NC(=S)NCc2ccco2)CC(C)(C)N1,4,1,0.84,-2,-1,1,-4,16,-1.3
CC(C)(C)C(=O)NC(=S)Nc1cc(C(=O)O)ccc1Cl,-4,-3,0.97,-1,-4,1,-2,3,-0.9

# Nothing new here: 14 of the compounds above.
SMILES,A3G deaminase,NR3A LBD binder,hIAP act,beta cell repl,A3A deaminase,mIAP act,mIAP block,hIAP block,MPTP inh
CCN(CC)CC1C(=O)N(c2ccc(OC)cc2)C1c1ccccc1 (stereo unspecified),-7,-1,0.94,0,1,1,0,6,1.0
CCNC(=S)Nc1cccc(Cl)c1C,-5,1,1.1,1,-5,0.99,1,-14,-7.6
Cc1cccc(N2CC(C(=O)Nc3ccccc3N3CCOCC3)CC2=O)c1C (stereo unspecified),-7,1,0.88,-2,-1,1.1,-11,12,-0.5
CCCCC(=O)N/N=C/c1cc([N+](=O)[O-])ccc1N1CCOCC1,-7,1,0.86,-3,0,0.95,5,14,-0.9
CN(C)Cc1nc2c([nH]1)c(=O)n(C)c(=O)n2C,-4,0,1.1,2,-2,1,-1,-11,0.7
COc1ccc(-c2nn(-c3ccccc3)cc2C#N)cc1,-2,2,0.91,0,2,1,-4,9,0.1
C=CCc1cccc(/C=N/c2nc3ccccc3n2CC)c1O,-4,-1,1,-2,1,0.98,2,-3,-2.6
CN(C)S(=O)(=O)N1CCN(C(=O)c2ccccc2Cl)CC1,-5,0,1.3,-1,-2,0.93,7,-26,1.3
CC(C)=CCC/C(C)=C/CN(CC(C)O)CC(C)O (stereo unspecified),-5,1,1.1,2,-2,1,-3,-11,-1.3
COc1cccc2sc(Nc3nnc(-c4cccs4)o3)nc12,-1,-7,1.5,-6,1,0.99,1,-46,0.4
O=C(CN1CCN(S(=O)(=O)c2ccc(F)cc2)CC1)NCc1cccs1,-10,4,0.94,0,-1,0.92,8,6,-0.3
Cc1cc(C)n(-c2nncn2/N=C/c2ccccc2F)n1,1,3,1,1,6,0.67,33,-4,0.8
CCCCN(CC)CCCNC(=O)c1ccc2c(c1)N(CC)C(=O)c1ccccc1S2(=O)=O,-1,0,0.87,0,2,0.97,3,13,-1.6
Cc1ccc2c(c1)cc(C)c1nnc(SCC(=O)NCc3ccco3)n12,4,1,0.94,-2,8,1.1,-8,6,-0.4
